FUS suppressor = suppressors of FUS proteinopathy in yeast; 0.24% of 390,000 active; Potency, µM (series often up to 76.6 µM), for the others: at the top dose growth rescue (activation), usual class: activators; AID 1347120; S. cerevisiae FUS-expressing, growth rescue, OD600, 24 h;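 also: potency is read from the fitted curve at half-maximal effect; plate controls were DMSO vehicle for no effect and reference control for full effect; nearly all actives have a fitted effect of over 55% in size; some results filed as inactive show a strong effect at the top dose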
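Yeast FUS proteinopathy model; galactose-induced FUS (2%), starting OD 0.005. Cpds in dilution series, 24hr, 30C, 99% humidity. Abs 600 nm growth. Pos ctrl CP55940 (top 92uM final); neg ctrl DMSO.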
pAkt inh = inhibitors of Akt phosphorylation; Neuro2A IGF-stimulated pAkt S473 HTRF, 20 min; stronger effect = lower value; activity change, % for hits at 50 µM; 0.32% of 360,000 active; in the data active = activity change below about -80%; inconclusive = mostly about -51% to -80%; also: % is scaled to controls: 0 for no effect and ±100 for the full control effect
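Neuro2A cells (4,500/well, DMEM with 0.5% FBS) were treated with compound at a single 50 µM final concentration, stimulated with 6 nM IGF for 20 min at 37 °C, and lysed. Phospho-Akt Ser473 was read by HTRF as 665/615 ratio ×10^4.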
DRD3 antagonist = D3 dopamine receptor (human) antagonism. max response, negative = inhibition, %. 2.5% of 360,000 active. P35462. AID 652054. D3R cells, DiscoveRx beta-arrestin luminescence, antagonist mode; stronger effect = lower value; in the data active = max response below about -50%; inconclusive = no clear call, values can overlap the other calls; also: % is scaled to controls: 0 for no effect and ±100 for the full control effect; mostly tested at two doses, the higher about 12 µM
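Cells plated overnight at 1500 cells/well, then exposed to library compounds with dopamine controls for 90 minutes at 37 degrees C. DiscoveRx reagent added for 30–60 minutes at room temperature; luminescence read, quantitative HTS format.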
aSyn rescue = inhibitors of alpha-synuclein toxicity in yeast; Potency, µM (doses to about 46.1 µM), for the others: at the top dose growth rescue (activation), most hits filed as activators; Yeast expressing alpha-synuclein, growth rescue, BacTiter-Glo, 24 h; 0.14% of 370,000 active; AID 652106; also: potency is read from the fitted curve at half-maximal effect; % of control where 0% means no effect; nearly all actives have a fitted effect of over 65% in size
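Screening used galactose-induced yeast with toxic alpha-synuclein levels, exposed to compound for 24 hr at 30 deg C. Cell growth, read with BacTiter-Glo luminescence, gave the measured signal.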
GLP-1R inv ag = acts as inverse agonist at human GLP-1 receptor. P43220. HEK293 GLP-1R CRE-luciferase, luminescence, 24 h; GLP-1R form is constitutively active. Potency, µM (titrated, usually from 38.3 µM), for inactives: top-dose activity change, negative = inhibition, most hits filed as inhibitors. 1.6% of 410,000 active. AID 624417; also: potency is read from the fitted curve at half-maximal effect; % is scaled to controls: 0 for no effect and ±100 for the full control effect; nearly all actives have a fitted effect of over 55% in size
Target sequence (P43220 whole entry, looked up): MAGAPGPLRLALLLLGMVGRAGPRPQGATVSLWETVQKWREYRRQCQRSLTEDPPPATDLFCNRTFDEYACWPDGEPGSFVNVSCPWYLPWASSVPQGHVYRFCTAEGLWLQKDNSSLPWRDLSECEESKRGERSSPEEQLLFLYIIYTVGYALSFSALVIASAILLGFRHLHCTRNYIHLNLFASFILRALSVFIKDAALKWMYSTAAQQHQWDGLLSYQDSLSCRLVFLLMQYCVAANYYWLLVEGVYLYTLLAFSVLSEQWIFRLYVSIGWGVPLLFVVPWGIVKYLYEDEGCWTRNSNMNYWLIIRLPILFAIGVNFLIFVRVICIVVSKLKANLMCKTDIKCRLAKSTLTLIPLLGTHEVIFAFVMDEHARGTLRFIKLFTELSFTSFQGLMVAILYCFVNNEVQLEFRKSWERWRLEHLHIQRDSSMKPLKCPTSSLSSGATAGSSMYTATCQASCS
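Assay principle: reduced luminescence from a cAMP-responsive reporter in HEK293 cells co-expressing a constitutively active GLP-1R. Conditions: 24 hr compound incubation, 37 deg C, 5% CO2.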
TDP43 rescue = rescues yeast growth from TDP-43 toxicity; TDP-43 expressing yeast growth rescue, BacTiter-Glo, 24 h; Potency, µM (highest dose often 46.1 µM), for inactives: top-dose growth rescue (activation), usual class: activators; 1.8% of 410,000 active; also: potency is read from the fitted curve at half-maximal effect; % of control where 0% means no effect; nearly all actives have a fitted effect of over 50% in size
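In this qHTS, compounds that restore growth of yeast expressing TDP-43 appear as activators. Cells (OD600=0.02, galactose medium, raffinose-pregrown) are incubated with compound 24 hr at 30 deg C and growth is quantified by BacTiter-Glo.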
Abeta yeast res = restores growth of yeast expressing A-beta42 peptide; yeast expressing A-beta42, growth rescue, OD600, 48 h; response scale: 0% DMSO, 100% iron-clioquinol control; Potency, µM (doses to about 46.1 µM), for inactives: top-dose growth rescue, hits mostly activators; 0.063% of 410,000 active; AID 1347071; also: potency is read from the fitted curve at half-maximal effect; nearly all actives have a fitted effect of over 55% in size
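Yeast growth medium received pinned compounds, then yeast cells expressing toxic A-beta were added; plates incubated at 30 C for 48 hr. Growth read as absorbance at 600 nm, normalized to DMSO and equimolar FeCl3 plus clioquinol controls.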
PTHR1 agonist = activates the human parathyroid hormone receptor PTHR1; 0.075% of 410,000 active; HEK293 GP2 PTHR1 cells, GloSensor cAMP luminescence, 1 h; AID 743266; Potency, µM (highest dose often 115 µM), for inactives: at the highest dose activation, hits mostly activators; also: potency is read from the fitted curve at half-maximal effect; nearly all actives have a fitted effect of over 55% in size; some results filed as inactive show a strong effect at the top dose; inactives centre near -15; many of its hits are not listed in these tables
Target sequence (Q03431 whole entry, looked up): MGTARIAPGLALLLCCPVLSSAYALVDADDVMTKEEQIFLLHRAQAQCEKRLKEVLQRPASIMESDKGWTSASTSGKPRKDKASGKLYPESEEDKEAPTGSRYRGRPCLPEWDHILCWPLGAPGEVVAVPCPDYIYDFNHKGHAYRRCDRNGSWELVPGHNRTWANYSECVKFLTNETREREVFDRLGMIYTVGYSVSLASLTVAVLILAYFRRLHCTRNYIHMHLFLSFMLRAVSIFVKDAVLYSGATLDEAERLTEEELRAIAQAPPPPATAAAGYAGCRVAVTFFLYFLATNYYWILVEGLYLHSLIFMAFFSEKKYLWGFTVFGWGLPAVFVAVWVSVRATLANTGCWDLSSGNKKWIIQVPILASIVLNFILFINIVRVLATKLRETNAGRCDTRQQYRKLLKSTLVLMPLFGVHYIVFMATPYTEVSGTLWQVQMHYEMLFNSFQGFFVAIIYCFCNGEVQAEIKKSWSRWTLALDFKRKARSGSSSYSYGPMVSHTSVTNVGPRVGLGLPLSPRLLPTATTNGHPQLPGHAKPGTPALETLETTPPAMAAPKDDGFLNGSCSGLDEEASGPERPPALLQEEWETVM
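HEK-293-derived GP2 cells expressing PTHR1 and a GloSensor cAMP reporter, 3,000/well, plated overnight, given luciferin plus IBMX (each 0.5 mM as added) for 1 h at 37 °C, then compound for 1 h at 37 °C. Luminescence was read after 15 min at room temperature.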
GLP-1R agonist = agonists of human GLP-1 receptor; Potency, µM (highest dose often 45.6 µM), inactives show at the top dose activation, usual class: activators; 0.007% of 380,000 active; HEK293 GLP-1R CRE-luciferase, luminescence, 4-6 h; cells express a hypersensitive GLP-1R form; P43220; also: potency is read from the fitted curve at half-maximal effect; % of control where 0% means no effect
* = called active by the depositor; i = inactive; ? = inconclusive; · = not tested or not shown; [ ] = dose if it differs, or a comment. Unless noted, calls follow the shape of the dose curve; as a rule, active = well fitted curve in the direction sought with a large enough effect; inconclusive = small, poorly fitted or top-dose-only effect, or another doubt; inactive = no such curve, though single readings can be large; an effect the other way counts as inactive or inconclusive. Only part of the results is shown; the hit share may differ from the screen's.

SMILES	FUS suppressor	pAkt inh	DRD3 antagonist	aSyn rescue	GLP-1R inv ag	TDP43 rescue	Abeta yeast res	PTHR1 agonist	GLP-1R agonist
CCCC(=O)n1nc(-c2ccc(OC)cc2)nc1N	2%	i	-6	0%	4%	27%	-4%	-29%[57.5 µM]	2%
COC(=O)c1cnc(N2CCN(c3ccc(F)cc3)CC2)c2ccccc12	-8%	·	·	·	15%	1%	4%	i	·
COc1ccc(N2CCN(CC(O)c3c[nH]c4ccc(OC)cc34)CC2C)cc1 (stereo not given)	15%	i	0	-1%	?	1%	-5%	i	6%
COc1cc(C)c(C(C)C)cc1S(=O)(=O)NCCCn1ccnc1	-2%	i	31	-1%	-1%	0%	26%	-20%[57.5 µM]	-1%
CCCCC(=O)Nc1cccc(-c2nc3ncccc3o2)c1	11%	i	4	-1%	0%	5%	24%	i	4%
CN1CCN(C(CNC(=O)C(=O)Nc2ccc3c(c2)OCCO3)c2ccc(F)cc2)CC1 (stereo not given)	?	i	-1	13%	?	-1%	4%	i	10%
CCc1nc(SCC(=O)N2CCOCC2)c2c(=O)n(C)c(=O)n(C)c2n1	-5%	i	2	8%	-13%	18%	-3%	-19%	-1%
COC(=O)Cc1c(C)nc(SCc2ccccc2)[nH]c1=O	-27%	i	8	0%	11%	13%	-10%	i	-5%
CC1CCC2C(C1)Nc1c(C(=O)O)cccc1C2(C)C (stereo not given)	20%	i	-25	-9%	?	?	-36%[inhibitor]	-52%[inhibitor]	0%
CCn1c(SCC(=O)Nc2ccccc2OC)nnc1-c1cnccn1	32%	i	9	10%	-31%	5%	-4%	-2%[57.5 µM]	3%
O=C(N/N=C/c1cc(Cl)ccc1O)c1ccncc1	10%	i	15	9%	?	0%	3%	-19%	8%
CCCCN1C(=O)N(C)C2NC(=S)NC21 (stereo not given)	-8%	i	7	-1%	5%	6%	-13%	i	-4%
Cc1ccc(S(=O)(=O)NCCC2=CCCCC2)cc1C(N)=O	10%	i	0	-2%	?	9%	-1%	-26%	0%
COc1ccc(NC(=O)CN(C)CC(=O)Nc2ccc3c(c2)CCC3)cc1	11%	i	3	7%	?	-5%	12%	i	-1%
CC1=NN(Cc2c(C)nn(Cc3ccccc3)c2C)C(C)(C)C1	-1%	i	-8	15%	7%[7.66 µM]	9%	20%	i	0%
Cc1noc(C)c1COc1cccc(C(=O)OCC(=O)NC(=O)c2ccc(OC(F)F)cc2)c1	25%	i	7	-4%	1%	13%	9%	-11%	5%
COC(=O)c1cn[nH]c1N	-32%	i	14	5%	22%	15%	-4%	-8%	-1%
CN(C)/C=N/c1ncc(C(=O)c2ccc(Cl)cc2)s1	8%	i	3	-12%	0%	?	0%	-20%	-2%
O=C(NCc1ccccc1Cl)C1CCN(S(=O)(=O)Cc2ccccc2)CC1	-19%	·	·	·	5%	10%	-6%	i	·
C=CCSc1n[nH]c(-c2ccc(OCCCC)cc2)n1	7%	i	14	-3%	?	?	?	-36%[inhibitor]	21%
CCc1sc(C(=O)Nc2cccc(-n3cnnn3)c2)cc1C	3%	i	-2	0%	6%	11%	7%	-22%	6%
COC(=O)c1ccc(C2CC(=O)Nc3cc(OC)c(OC)c(OC)c32)cc1 (stereo not given)	-26%	i	-19	-5%	16%	5%	4%[9.22 µM]	i	-20%
COc1cccc2c1ncc1c(-c3ccc(C)cc3)nn(-c3ccc(F)cc3)c12	-3%	·	·	·	2%	13%	-3%	-24%	·
COC(=O)c1sccc1NC(=S)N1CCN(C)CC1	-10%	i	8	-1%	-2%	17%	6%	2%	3%
CCC(=O)Nc1cccc(NC(=O)CN2CCN(c3ccccc3OC)CC2)c1	5%	·	-24	-8%	-3%	-3%	-4%	-1%[57.5 µM]	-13%
Cc1ccc2nc(NC(=O)C(NS(=O)(=O)c3cccc4nsnc34)C(C)C)sc2c1 (stereo not given)	?	i	-19	15%	?	?	2%	-8%	1%
CCN(CC(=O)Nc1c(F)cccc1F)C(=O)CSc1ccc(F)cc1	-6%	i	15	-12%	-16%	-5%	2%	i	12%
O=S(=O)(N1CCCCC1)N1CCCN(S(=O)(=O)N2CCCCC2)CC1	-35%	i	0	-1%	-13%	1%	13%[9.22 µM]	i	3%
COc1cc(C)c(/C=C(\C#N)C(=O)Nc2cccc(C)c2)cc1C(C)C	11%	i	19	-4%	?	-8%	25%	-31%[inhibitor]	5%
Cc1nc(NC(N)=S)sc1C(=O)Nc1ccccc1	27%	i	23	3%	-4%	-13%	-12%	i	-12%
Cc1csc(SCC(=O)Nc2cc(C(N)=O)cc(C(N)=O)c2)n1	14%	i	-2	1%	9%	13%	-11%	-18%	2%
COC(=O)c1ccc(CCc2cc(O)ccc2O)cc1	·	i	?	-6%	?	25%	-29%	-33%[inhibitor]	-2%
CCN(CC)C(=O)C1CCCN(c2ncnc3c2c(-c2ccccc2)cn3-c2cccc(C)c2)C1 (stereo not given)	?	·	·	·	-2%	0%	-26%	i	·
CCc1nc2sc3ccccc3c(=O)c2c(=O)n1Cc1ccco1	32µM*	i	-29	26%	66%[activator]	-5%	-11%	-67%[inhibitor]	5%
CC(=O)Nc1nc(=S)n(-c2ccccc2)[nH]1	-6%	i	-9	0%	2%	43%	9%	-62%	2%
COc1ccc(CCNC(=O)c2ccc(Cn3c(=O)c4ccccc4n(Cc4cccc(C)c4)c3=O)cc2)cc1OC	1%	·	·	·	-6%	23%	-7%	-11%	0%
CC(C)(C)OC(=O)NCc1ccc(NC(=O)c2nc[nH]c2C(=O)N[C@@H](Cc2ccccc2)C(=O)OC(C)(C)C)cc1	?	i	0	0%	?	12%	-5%	-40%[inhibitor]	-1%
CCCN(C(=O)c1noc2c1COc1ccc(C)cc1-2)c1ccc(Cl)c(Cl)c1	-8%	·	·	11%	9%	-3%	-6%	0%	-5%
CCc1ccc2oc(-c3cc(N)ccc3Cl)nc2c1	43%	i	5	3%	?	18µM*	-57%[inhibitor]	-50%[inhibitor]	-8%
CC(C)C1Cc2c(C#N)c(N)sc(=S)c2CO1 (stereo not given)	24%	i	?	19%	63%[activator]	17%	16%	i	2%
COc1ccccc1NC(=O)C(=O)N/N=C/c1cccs1	2%	i	-9	4%	19%	-5%	-5%	0%	-7%
Cc1ncc(C(O)c2ccc(N(C)C)cc2)n1Cc1ccccc1 (stereo not given)	-2%	i	-6	1%	-19%	7%	6%	-19%	6%
N#C/C(=C(\O)Cc1ccccc1)c1nc2ccccc2[nH]1	-3%	i	35	-15%	-1%	-14%	-5%	i	-1%
O=S(=O)(c1ccc(Br)cc1)N1CCCC1	-29%	i	-11	-2%	-12%	11%	-1%	-2%	6%
COc1ccc(NC(=O)C(NC(C)=O)C(=O)NCc2ccccc2OC)cc1 (stereo not given)	3%	i	9	0%	0%	-6%	8%	i	-3%

Look-ups from the results shown.
For TDP43 rescue, COc1ccccc1NC(=O)C(=O)N/N=C/c1cccs1 is entered as -5%
For DRD3 antagonist, N#C/C(=C(\O)Cc1ccccc1)c1nc2ccccc2[nH]1 is entered as 35

Following part:
SMILES	FUS suppressor	pAkt inh	DRD3 antagonist	aSyn rescue	GLP-1R inv ag	TDP43 rescue	Abeta yeast res	PTHR1 agonist	GLP-1R agonist
CCOC(=O)c1c(C)nc2sc(C(=O)Nc3ccccc3)c(N)c2c1-c1ccc(OC)cc1	20%	i	68	4%	-12%	?	15%	-16%[57.5 µM]	?
Cc1cccc(-n2cnc(C(=O)NNC(=S)Nc3ccccc3)c2)n1	11%	i	2	-2%	80%[activator]	-19%[0.397 µM]	10%	-11%	9%
COc1ccccc1N(C)S(=O)(=O)c1ccc(C)c(C(=O)NC(C)c2ccccn2)c1 (stereo not given)	·	i	2	-4%	-13%	5%	-10%	i	7%
O=[N+]([O-])c1ccc(Cl)c(/C=N/N2CCN(C3c4ccccc4-c4ccccc43)CC2)c1	·	i	0	0%	0%	15%	5%	-4%	-10%
Cn1cnnc1SCC(=O)Nc1ccc(OC(F)F)cc1	-20%	i	9	1%	18%	2%	-1%	-1%	14%
COc1cccc(CNS(=O)(=O)c2ccc3c(c2)NC(=O)CS3)c1	7%	i	18	4%	11%	10%	9%	-33%[inhibitor]	2%
Cn1cc(S(=O)(=O)N2CCCC2)cc1C(=O)NCc1ccc(F)cc1	-6%	i	2	0%	-26%	0%	2%	-42%[inhibitor]	15%
N=NC(=O)c1ccccc1Nc1c(O)[nH]c2ccccc12	·	i	-17	-21%	-28%	-3%	0%	-36%[inhibitor]	-23%
CCCOc1cccc(NC(=O)c2c(-c3ccccc3Cl)noc2C)c1	14%	·	·	·	?	?	-8%	i	·
CCOC(=O)C1=CC[C@@H](c2ccccc2)N(S(=O)(=O)c2ccc(C)cc2)[C@@H]1C#N	21%	i	?	-5%	13%	20%	1%	-92%[inhibitor]	·
CC(=O)NN1C(=O)c2ccccc2NC1c1ccccc1 (stereo not given)	3%	i	-26	-1%	9%	-29%	-20%	?	14%
Cn1c(=O)[nH]c(=O)c2c1nc(Br)n2CCCCSc1nc2ccccc2o1	?	?	13	2%	0%	-5%	8%	-43%[inhibitor]	3%
O=C(CNC(=O)c1ccc(Cl)cc1)OCC(=O)N1CCCC1	-10%	i	-1	-1%	14%	4%	-3%	-23%	0%
C[C@@H]1CC=C[C@H]2[C@H]1C(=O)N(Cc1ccccc1)[C@H]2c1ccoc1	23%	i	0	2%	?	21%	0%	i	-5%
COc1ccc(CCNC(=O)c2ccc(NS(=O)(=O)c3c(C)noc3C)cc2)cc1OC	17%	i	7	1%	38%[activator]	-11%	3%	-6%	0%
